All columns: NCI-60 one-dose screen, growth in % after 48 h at 10 µM unless noted; 100 = growth as untreated, 0 = no growth, -100 = all killed.
HL-60(TB): HL-60(TB) leukemia cells. 9% of 78,000 active. AID 1794776; active = growth percent below 10
An asterisk follows results filed as active; & = joins results of further samples. These rows are one share of the data. The share of hits here may be higher or lower than overall.

SMILES	HL-60(TB)
CON1C(=O)CC[C@]2(C)[C@H]3CC[C@@H]4[C@H]5[C@H]6OC(=O)[C@@]5(CCC6(C)C)CC[C@@]4(C)[C@]3(C)CC[C@H]2C1(C)C	96
Cc1ccc2oc(=O)cc(Cn3cnc4c(NCc5ccco5)ncnc43)c2c1	80
Cc1ccc(-n2cc(-c3ccccc3)c3c2N=CN2CCN=C32)cc1	94
CC(=O)CCC(NC(C)=O)C(=O)O (configuration not stated)	67
CC(O)CNCC(C)(C)N (configuration not stated)	96
CC(=O)Cc1ccc2c(c1)OCO2	77
COc1cc2cc(/C=C3\SC(=Nc4ccc(S(N)(=O)=O)cc4)NC3=O)c(Cl)nc2cc1OC	98
Oc1ccccc1C=Nc1ccc2[nH]ncc2c1	109
Cc1ccccc1Nc1nc(N)nc(CN2C(=O)NC3(CCCCC3C)C2=O)n1 (configuration not stated)	90
ClC1=C(Cl)C(=C2C(Cl)=C(Cl)C(Cl)=C2Cl)C(Cl)=C1Cl	78
O=C1CSC(c2c(Cl)cccc2Cl)N1c1nc(Cl)cc(=O)[nH]1 (configuration not stated)	161
COc1ccc(-c2nc3c(nc(C)c4ccc(-c5ccccc5OC)nc43)o2)cc1	87
COc1ccc(NC(=O)CCl)cc1	70
CC(=O)C1C(C)=NN2C(c3ccccc3)=CC(C)=C(C#N)C12 (configuration not stated)	110
CN1C(=O)C(=Cc2coc3ccc(Br)cc3c2=O)C(=O)N(C)C1=O	111
O=C(Cn1nnc2ccccc21)N/N=C/c1c[nH]c2ccccc12	31
COC(=O)/C=C/c1ccccc1[N+](=O)[O-]	88
COc1cc(Cn2ncc3ccc(NC(=O)c4cc5ccccc5oc4=N)cc32)cc(OC)c1OC	65
O=C1C(c2nnc(-c3ccccc3)n2-c2ccc([N+](=O)[O-])cc2)=C(O)c2ccccc21	81
COc1nc2c(c(=O)n1C)C(c1ccccc1)C=C(C(=O)O)N2 (configuration not stated)	109
CCCCCCCCN1CCOCCOCCN(CCCCCCCC)c2nc(Cl)nc(n2)NCCOCCOCCNc2nc(Cl)nc1n2	120
CCOC(=O)CC1NN=c2n(nc3n(-c4ccccc4)c(=O)/c(=C\c4ccc(OC)cc4)n23)C1=O (configuration not stated)	107
O=C(N/N=C/c1ccccc1O)c1ccccc1Nc1ccnc(C(F)(F)F)c1	7.9*
CC(=O)N1N=C(c2ccc(Br)cc2)CC1c1sc(N(CCCl)CCCl)nc1Cl (configuration not stated)	80
Cc1ccc(S(=O)(=O)NNc2ccc(-c3ccccc3)nn2)cc1	98
CC1=NN(c2ccccc2)C(=O)/C1=C\c1ccc(N(CCC#N)CCC#N)cc1	92
CCN(CC)CC(O)COc1ccccc1 (configuration not stated)	114
COc1cc2c(cc1OC)C(CCc1ccc(Cl)cc1)N(C)CC2 (configuration not stated)	101
O=c1[nH]c2ccccc2cc1CSc1ccccc1Nc1nccc(-c2ccc(Cl)cc2)n1	102
Oc1ccc2cc(Br)ccc2c1-c1c(O)ccc2cc(Br)ccc12	81

Overlap with the part before: 5 compounds; new compounds follow.
SMILES	HL-60(TB)
CC1=NN(c2ccccc2)C(=O)/C1=C\c1ccc(N(CCC#N)CCC#N)cc1	92
CCN(CC)CC(O)COc1ccccc1 (configuration not stated)	114
COc1cc2c(cc1OC)C(CCc1ccc(Cl)cc1)N(C)CC2 (configuration not stated)	101
O=c1[nH]c2ccccc2cc1CSc1ccccc1Nc1nccc(-c2ccc(Cl)cc2)n1	102
Oc1ccc2cc(Br)ccc2c1-c1c(O)ccc2cc(Br)ccc12	81
Nc1c(C(=O)c2ccc(Br)cc2)sc2nc3c(cc12)CCCC3	95
COc1cccc(/C(O)=C2\C(=O)C(=O)N(CCCn3ccnc3)C2c2cc(OC)c(OC)c(OC)c2)c1 (configuration not stated)	91
Cc1cc(C)n(C(=O)CSc2ncnc3c2c(-c2ccccc2)cn3-c2ccc(Cl)cc2)n1	85
O=C(Nc1ncc([N+](=O)[O-])s1)c1cccc([N+](=O)[O-])c1	2.4*
N#CC1C(=O)NC(c2cccc([N+](=O)[O-])c2)c2sc3c(F)cccc3c21 (configuration not stated)	100
CONC(=O)c1ccccc1Nc1cc(Nc2cc(C)nn2C(C)C)ncc1Cl	90
Cc1c(C2Nc3ccccc3C2C)[nH]c2ccccc12 (configuration not stated)	62
COC(=O)C1=C(OC)C(=O)OC12C(=O)N(C)c1ccc(Cl)cc12 (configuration not stated)	160
CC(=O)OCC[N+](C)(C)C	91
Nc1ncc(C2CCNC(=O)c3[nH]ccc32)[nH]1 (configuration not stated)	99
COc1ccc(C2CC(c3c(C)oc4c(OC)c5occc5c(OC)c4c3=O)=NN2)cc1OC (configuration not stated)	90
Cc1cc(C)cc(C(=O)c2cc(Cl)ccc2OCCn2c(=O)ccn(CCOc3ccccc3)c2=O)c1	57
CCOC(=O)c1sc2ncnc(Nc3ccc4c(cnn4C(=O)Nc4ccccc4)c3)c2c1C	91
OCC1OC(n2cnc3c(N/N=C\c4ccccn4)ncnc32)C(O)C1O (configuration not stated)	6.2*
CC(C)Cn1cnc2c(NCn3nc(-c4cc(Cl)cc(Cl)c4Cl)n(/N=C/c4ccc(Cl)cc4)c3=S)nc3ccccc3c21	93
Clc1cccc(Cl)c1C(Nc1nc2ccccc2s1)Nc1nc2ccccc2s1	105
COc1cc2cc(Oc3ccc(NC(=O)Nc4cccc(C(F)(F)F)c4)cc3)c(C)nc2cc1OCCN1CCOCC1	67
Ic1ccc([I+]c2ccc(I)cc2)cc1	32
CC(=O)c1cc(C)[nH]c1C	81
C/C(=N\N1C(=O)c2ccccc2NC1c1ccccc1Br)c1c(O)cc(C)oc1=O (configuration not stated)	89&84
O=C(/C=C\C(=O)OC1CCCCC1)OC1CCCCC1	116
COc1cc(-c2ccc3ncnc(NC(C)c4ccccc4)c3c2)cnc1OC (configuration not stated)	43
COc1ccc(-c2nc(SCCC(C)C)nc(N/N=C(/C)c3ccc(C)cc3)c2C#N)cc1	90
Fc1ccc(-c2ncnc3c2ncn3CC#CCn2cnc3c(-c4ccc(F)cc4)ncnc32)cc1	59
O=C(O)CCC(=O)c1ccc(Br)cc1	93
CC(OC(=O)Nc1cccc(Cl)c1)C(=O)OCCCl (configuration not stated)	95
COC1OC(COS(=O)(=O)c2ccc(C)cc2)C2OC(C)(C)OC12 (configuration not stated)	74
C(=N\Nc1ccccn1)/c1ccccn1	12
CCOC(=O)C(F)C(Sc1ccccc1)C1CC1CCc1ccc(OC)cc1 (configuration not stated)	94
COc1ccc2c(c1)C(N1CCCC1=O)CCN2Cc1ccc2c(c1)OCO2 (configuration not stated)	67
Cc1cc(/C=C/c2ccc3cc(N(C)C)ccc3[n+]2C)c(C)n1-c1ccccc1	-26*
Nc1ccc([As](=O)(O)O)cc1	106
COC(=O)C1=C(C)C(=O)CC1	87
CC1OC(=O)C(C(C)C)NC(=O)C(C(C)C)OC(=O)C(C(C)C)NC(=O)C(C)OC(=O)C(C(C)C)NC(=O)C(C(C)C)OC(=O)C(C(C)C)NC(=O)C(C)OC(=O)C(C(C)C)NC(=O)C(C(C)C)OC(=O)C(C(C)C)NC1=O (configuration not stated)	-45*
COc1cc(C)c(C(=O)Oc2cc(C)c(C(=O)O)c(O)c2C)c(OC)c1C	101
CCOC(CC)(OCC)OCC	97
C=C(C)[C@@H]1CC[C@]2(C(=O)NCCNCCN)CC[C@]3(C)[C@H](CC[C@@H]4[C@@]5(C)CCC(=O)C(C)(C)[C@@H]5CC[C@]43C)[C@@H]12	101
CC(C)OC(=O)Nc1cc(C(F)(F)F)ccc1F	107
CCCCOC1=C(OCCCC)C(=O)c2ccccc2C1=O	80
CCC(C)NCCOC(=O)c1ccccc1 (configuration not stated)	99
COc1ccc(-c2c(C(=O)O)nnn2-c2cc(OC)c(OC)c(OC)c2)cc1	87
CC(c1nnnn1-c1ccc(Br)cc1)N1C(=O)c2ccccc2C1=O (configuration not stated)	100
C=C1C(=O)O[C@H]2[C@H]1CC/C(C(=O)NCCCNC(=O)/C1=C/CC[C@@]3(C)O[C@H]3[C@H]3OC(=O)C(=C)[C@@H]3CC1)=C\CC[C@@]1(C)O[C@@H]21	101
COc1ccc(/C=C2\N=C(C)N(CCc3ccc(S(N)(=O)=O)cc3)C2=O)cc1	85
N#CC(C#N)N=Nc1ccc(Cl)cc1	-27*
Cc1ccc(Cl)cc1NS(=O)(=O)c1ccccc1	94&112
Nc1ccc(Cl)cc1C(=O)c1ccc[nH]1	92&85
COc1ccc(N=Nc2c(N)nn3c(-c4ccccc4)ccnc23)cc1	89
CCOC(=O)c1c(-c2ccc(Cl)cc2)c(C#N)c(=O)n(-c2ccccc2CC)c1N	144
COC(=O)C1(Cc2ccccc2)CC(=O)N1C[C@H](Cc1ccccc1)N(Cc1ccccc1)Cc1ccccc1 (some centres not stated)	52
CC1(C)C2CCC13CC(=O)OC3C2 (configuration not stated)	100
N#Cc1c(-c2cn(-c3ccccc3)nc2-c2ccc(OCc3ccccc3)cc2)cc(-c2ccc(Cl)cc2)oc1=N	106
NS(=O)(=O)c1ccc(-n2cc(COc3ccc(/C=C4/SC(=S)NC4=O)cc3)nn2)cc1	109
CCOC(=O)c1ccccc1NC(c1ccccc1)c1ccc2cccnc2c1O (configuration not stated)	3.5*
O=C1NC(=S)NC(=O)C1=Cc1ccc(OCC(=O)N2CCCC2)cc1	102
CCCCCCNC(=O)Nc1ncnc2c1ncn2-c1ccccc1	109
N#CC1=C(N)Oc2cc(O)ccc2C1c1cc2ccccc2n2nnnc12 (configuration not stated)	98
O=c1cc[nH]cc1[N+](=O)[O-]	91
c1ccc2c(-c3c4ccsc4cc4[nH]c5ccccc5c34)c[nH]c2c1	14
COc1cc(/C=C/[N+](=O)[O-])cc(OC)c1OC	-17*

5 entries already listed, sorted by molar mass, low to high:
SMILES	HL-60(TB)
O=c1cc[nH]cc1[N+](=O)[O-]	91
Nc1ccc(Cl)cc1C(=O)c1ccc[nH]1	92&85
c1ccc2c(-c3c4ccsc4cc4[nH]c5ccccc5c34)c[nH]c2c1	14
COc1ccc(N=Nc2c(N)nn3c(-c4ccccc4)ccnc23)cc1	89
O=C1NC(=S)NC(=O)C1=Cc1ccc(OCC(=O)N2CCCC2)cc1	102

Carrying on.
SMILES	HL-60(TB)
CCN1C(=O)N(CC)C2C1N=C(SC)N2/N=C/C=C/c1ccccc1OC (configuration not stated)	-13*
Cc1nc2ccccc2n1-c1ncnc2c1CC(C)c1ccccc1N2C (configuration not stated)	84
CCCCCCNC(=O)Oc1ccc(/C(=C(/C)c2ccc(Cl)cc2)c2ccc(OCCN3CCCCCC3)cc2)cc1	32
CCN1CCN(C2=NC(=O)/C(=C\c3ccccc3)S2)CC1	108
C=C(C)c1ccc(C)c(C)c1	99
CSCCC(NC(=O)OCc1ccccc1)C(=O)O (configuration not stated)	95
COC(=O)C1CCC(=O)CC1	107
Cc1ccc(N2C(=O)c3ccccc3C2(O)c2ccccc2)cc1 (configuration not stated)	104
CN1CCN(c2ccc(C(=O)/C=C/c3cc(F)cc(C(F)(F)F)c3)cc2)CC1	3.1*
O=C(O)c1ccccc1C(=O)N(c1ccccc1)c1ccccc1	96
CC(C)COC(=O)N1c2ccccc2C=CC1OCC(C)C (configuration not stated)	71
Oc1ccc(-c2nc(N3CCOCC3)c3ccccc3n2)cc1	86
CC(C)C1OC1(C)C#N (configuration not stated)	98
O=C(O)C1=C(C(=O)O)C2C=CC1C2	89
COc1ccc(-c2cc(-c3ccc(Nc4ccnc5cc(Cl)ccc45)cc3)nc(N3CCCCC3)n2)cc1OC	84

Looked up by structure from the entries so far:
SMILES	HL-60(TB)
CC(=O)c1cc(C)[nH]c1C	81
c1ccc2c(-c3c4ccsc4cc4[nH]c5ccccc5c34)c[nH]c2c1	14
CCC(C)NCCOC(=O)c1ccccc1 (configuration not stated)	99
ClC1=C(Cl)C(=C2C(Cl)=C(Cl)C(Cl)=C2Cl)C(Cl)=C1Cl	78
CCOC(=O)C(F)C(Sc1ccccc1)C1CC1CCc1ccc(OC)cc1 (configuration not stated)	94
CC(OC(=O)Nc1cccc(Cl)c1)C(=O)OCCCl (configuration not stated)	95

The list goes on.
SMILES	HL-60(TB)
CN(c1ccccc1)S(=O)(=O)c1ccc2ccccc2c1	82
O=C(CSc1nnc(-c2ccc3nc(-c4ccccc4)[nH]c3c2)o1)Nc1ccc(Cl)cc1	47
O=[N+]([O-])c1ccc(NCn2c(=S)sc3ccccc32)cc1	75
Brc1c2ccccc2c(Br)c2ccccc12	104
O=C(Oc1ccc(Br)cc1)c1ccccc1	81
C[As](=O)(O)c1ccc(C(=O)O)cc1	102
Cc1cccc(Cc2cnc(NC(=O)CCc3ccc(C)o3)s2)c1	-42*
Nc1nc(Cl)cc(-c2ccccc2)n1	97
CCCCOc1nc2c(C)cccc2cc1C1CNC(=O)c2ccccc2N1 (configuration not stated)	26
COc1ccc(-c2cc(NC(=O)Nc3cccc(C(C)=O)c3)no2)cc1	105
CC1(C)C2CC[C@]3(C)C(C(=O)C=C4[C@@H]5C[C@@](C)(C(=O)O)CC[C@]5(C)CC[C@]43C)[C@@]2(C)CC[C@@H]1O (some centres not stated)	114
Cc1ccc(S(=O)(=O)Oc2c(Br)cc(Br)cc2Br)cc1	88
Cc1ccn(C(N)=O)n1	91&93
CC(=O)c1ccc(C(=O)NCC2CCC3(CC2)OOC2(CCCCC2)OO3)cc1	20

Screening data (PubChem)
